Screens: PubChem, several laboratories
Runt-CBFb FRET – inhibitors of RUNX1 Runt–CBFb binding, primary screen, biochemical, FRET, Cerulean-Runt, Venus-CBFb, uHTS; Runt-related transcription factor 1 (Homo sapiens) + Core-binding factor subunit beta …; Cerulean-Runt/Venus-CBFb FRET ratio 530/480, 1 h; inhibition, % at 20 µM; hit rate 0.46% among 220,000; AID 1496, 2009;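 active = inhibition over about 50% at 20 µM in the single-dose screen, limit read from the data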;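 also: 0% = DMSO wells and 100% = excess unlabeled CBFb competitor control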
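Measured by: fluorescence energy transfer, 422 nm excitation, 530/480 nm emission; test system: Cerulean-tagged RUNX1 Runt domain (FRET donor) fusion protein; buffer or medium: Tris pH 7.5 buffer with BSA; compound: one dose, 20 µM compound, 1% DMSO; times: two 1 h room-temperature incubations shielded from light; benchmarks: unlabeled CBFb 5 µM, positive control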
TNF death inh – inhibitors of TNF-alpha triggered necroptosis, primary screen, cell-based, Jurkat FADD-/-, single concentration. hit rate 0.068% among 220,000. AID 463075, 2010. Jurkat FADD-/- TNF necroptosis rescue, ATP luminescence, 24 h; 0 = TNF only, 100 = no-TNF cells. activation (protection from cell death), % at 10 µM;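 active = activation, meaning protection from cell death, of at least 50% relative to plate controls; inactive = activation below 50%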;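 also: necroptosis triggered by 40 ng/mL TNF-alpha added together with compound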
PGE2 EP2 inh – human EP2 receptor antagonists, primary screen, TR-FRET cAMP, C6 glioma cells; C6 glioma cells expressing human EP2; cells stimulated with saturating PGE2; hit rate 0.52% among 260,000; inhibition, % at 25 µM; AID 1422, 2008;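 active = percent inhibition above 40 after rounding to a whole number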;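 also: rat C6 glioma host cells with rolipram phosphodiesterase inhibitor present; the protocol text gives 20 µM as final concentration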
Target sequence (P43116 whole entry, looked up): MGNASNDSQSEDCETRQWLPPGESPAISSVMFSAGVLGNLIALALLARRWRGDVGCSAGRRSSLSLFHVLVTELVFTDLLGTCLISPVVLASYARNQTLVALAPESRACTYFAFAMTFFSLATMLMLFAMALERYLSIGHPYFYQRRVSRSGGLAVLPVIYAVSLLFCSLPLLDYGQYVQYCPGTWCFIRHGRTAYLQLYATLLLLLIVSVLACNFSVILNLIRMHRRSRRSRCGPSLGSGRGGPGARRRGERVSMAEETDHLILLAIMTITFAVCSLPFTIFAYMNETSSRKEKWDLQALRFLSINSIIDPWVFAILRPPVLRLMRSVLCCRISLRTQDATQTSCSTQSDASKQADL
EP2 mod – EP2 receptor modulators, cAMP readout, primary screen, cell-based, HTRF cAMP, PGE2 stimulation; Prostaglandin E2 receptor EP2 subtype (Homo sapiens), P43116; EP2-expressing cells, cAMP HTRF FRET, PGE2 co-stimulation; induction, % at 25 µM; hit rate 0.83% among 260,000; AID 940, 2007;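 active = compounds whose cAMP rise, as percent of the full-agonist control response, exceeds 60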;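 also: rat C6 glioma line stably carrying human EP2 under a CMV promoter; the protocol text gives 20 µM as final concentration; 100% = response of wells given 1 µM PGE2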
Hck Nef HTS – inhibitors of Nef-activated human Hck kinase, primary screen, biochemical, Z-Lyte FRET, 384-well, Hck-YEEI | Recombinant Hck-YEEI plus Nef, Z-Lyte FRET kinase assay | AID 463187, 2010 | inhibition, % at 20 µM | hit rate 0.68% among 220,000;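 active = Hck-Nef kinase inhibition above about 50%, limit read from the data; inactive = inhibition below that limit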;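 also: 0% = DMSO with Hck plus Nef and 100% = Hck alone without Nef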
Target sequence (P08631 whole entry, looked up): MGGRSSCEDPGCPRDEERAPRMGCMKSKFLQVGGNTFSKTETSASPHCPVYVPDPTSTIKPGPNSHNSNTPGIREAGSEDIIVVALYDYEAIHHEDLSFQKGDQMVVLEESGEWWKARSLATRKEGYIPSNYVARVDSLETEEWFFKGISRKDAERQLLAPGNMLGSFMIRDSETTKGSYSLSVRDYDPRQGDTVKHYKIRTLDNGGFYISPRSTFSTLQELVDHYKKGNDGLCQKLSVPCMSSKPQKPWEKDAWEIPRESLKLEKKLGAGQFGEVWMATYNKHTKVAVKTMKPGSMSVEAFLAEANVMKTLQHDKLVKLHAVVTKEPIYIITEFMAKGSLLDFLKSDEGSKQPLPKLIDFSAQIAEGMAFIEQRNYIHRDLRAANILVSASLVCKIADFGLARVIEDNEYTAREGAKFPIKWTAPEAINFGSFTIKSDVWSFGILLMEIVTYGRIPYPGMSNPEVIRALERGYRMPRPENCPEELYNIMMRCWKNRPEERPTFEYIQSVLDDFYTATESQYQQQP
L929 necroptosis – inhibitors of zVAD-triggered necroptosis, primary screen, L929 cells. L929 zVAD necroptosis rescue, ATP luminescence, 24 h; with zVAD 60 µM. viability rescue, % at 10 µM. hit rate 0.38% among 220,000;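 active = activation, scaled between plate controls, above about 75%, limit read from the data; inactive = activation under that limit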;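 also: 0% = zVAD with DMSO and 100% = DMSO alone without zVAD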
PERK inhibitor – block of dimerizer-induced PERK translation repression, primary screen, PERK inhibitor project, CHO PERK-DD cells, SEAP luminescence, HTS; Eukaryotic translation initiation factor 2-alpha kinase 3 (Homo sapiens), Q9NZJ5; hit rate 0.17% among 220,000; CHO PERK-DD fusion, SEAP luminescence translation reporter; inhibition, % at 5.6 µM;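 active = inhibition above the mean inhibition of all tested compounds plus 3 SD, set separately per screening campaign, cut at about 2.9% in these data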;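 also: PERK kinase domain activated by AP20187 dimerizer at 100 nM; 0% = DMSO with dimerizer and 100% = rapamycin at 8.4 µM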
RBBP9 inh – human RBBP9 inhibitors, primary screen, biochemical, fluorescence polarization, FP-Rh probe, HTS | recombinant RBBP9 | Serine hydrolase RBBP9 (Homo sapiens), O75884 | hit rate 0.2% among 220,000 | AID 1515, 2009 | inhibition, % at 7.94 µM;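 active = inhibition above the campaign mean of all tested compounds plus 3 SD, cut at about 14% in these data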;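 also: plate controls were DMSO wells with RBBP9 for no effect and wells lacking RBBP9 protein for full effect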
Target sequence (O75884 whole entry, looked up): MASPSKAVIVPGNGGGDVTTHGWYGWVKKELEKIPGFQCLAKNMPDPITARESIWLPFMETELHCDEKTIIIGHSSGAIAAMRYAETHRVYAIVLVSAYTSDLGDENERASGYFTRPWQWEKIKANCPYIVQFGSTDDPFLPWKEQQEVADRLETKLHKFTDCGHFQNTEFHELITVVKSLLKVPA
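Material: RBBP9 protein. Amount: RBBP9 at 2.5 µM in dispensed solution, before mixing. Schedule: 30 min then 45 min, 25 °C. Medium: Tris buffer pH 8.0, NaCl, Pluronic. Measured by: fluorescence polarization. Measure: percent inhibition from mP, scaled between DMSO and no-protein wells. Replication: one well per compound.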
Runt-SMMHC FRET – inhibitors of RUNX1 Runt–CBFb-SMMHC binding, primary screen, biochemical, FRET, Cerulean-Runt, Venus-CBFb-SMMHC, uHTS | Runt-related transcription factor 1 (Homo sapiens) + Core-binding factor subunit beta … | inhibition, % at 20 µM | Cerulean-Runt/Venus-CBFb-SMMHC FRET ratio 530/480, 1 h | hit rate 0.74% among 220,000;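 active = mean inhibition across duplicate retests at 20 µM reaching about 50%, limit read from the data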;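 also: 0% = DMSO wells and 100% = wells with excess untagged CBFb-SMMHC; inhibitors lower the FRET ratio by blocking Runt binding to CBFb-SMMHC; some results filed as inactive read as strong as hits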
Starred values were filed as active, the others as inactive; . = not tested or not shown; & = joins results of further samples.

SMILES	Runt-CBFb FRET	TNF death inh	PGE2 EP2 inh	EP2 mod	Hck Nef HTS	L929 necroptosis	PERK inhibitor	RBBP9 inh	Runt-SMMHC FRET
COc1ccc(CCNCC(O)Cn2ccc3ccccc32)cc1OC (stereo not drawn)	0	3.7	15	-34	37	-0.2	-1.4	3	1
CC(=O)Cc1c(C(=O)O)c(C)nn1-c1ccccc1	.	0.4	10	28	24	1.4	1.3	1	.
O=C(NNC(=S)Nc1ccc(Cl)cc1Cl)c1ccncc1	4	-6.2	5	1	2	-1.0	0.1	-4	-4
COCCN1Cc2cccc(C(=O)Nc3cccc(C)c3C)c2C1=O	3	-2.3	16	5	0	-0.2	-0.5	-11	0
Cc1nc(N)sc1C(=O)N/N=C/c1ccccc1[N+](=O)[O-]	1	-0.5	5	-44	25	0.2	0.9	3	2
O=C(Nc1ccon1)c1cccc(S(=O)(=O)N2CCCC2)c1	0	-0.6	9	15	1	-0.1	1.5	-3	1
CCCN1C(=O)C(NC(C)=O)c2cc(OC)ccc21 (stereo not drawn)	-2	-4.2	1	20	0	-0.3	0.0	-12	1
CC(C)OCCCNC(=O)CN1C(=O)/C(=C/c2ccccc2)Sc2ccccc21	1	2.1	9	11	2	2.1	-0.5	-9	3
O=C(NNC(=O)C1CC2CCC1C2)c1sc2ccccc2c1Cl (stereo not drawn)	1	3.0	5	-3	4	2.6	0.1	2	2
CCOc1c(Cl)cc(CNCc2ccncc2)cc1OC	-1	-0.8	2	-11	24	-0.4	0.0	-7	0
CC(=O)NC(CCS(C)(=O)=O)C(=O)Nc1cc(Cl)ccc1Cl (stereo not drawn)	1	1.7	12	0	-1	1.9	1.3	-6	2
CCCOC(=S)Nc1ccccc1	3	-0.6	7	-9	-17	0.5	1.4	-6	-1
Cc1ccc(S(=O)(=O)Nc2ccc3c(c2)nc(CCN2CCCCC2)n3C)cc1	1	-0.2	12	8	14	0.8	-2.1	-7	1
Cn1nc(C(F)(F)F)cc1C(=O)Nc1ccc(Cl)cc1	-1	-1.3	22	-42	-4	1.1	-0.7	-7	2
CCOc1ccc(-c2nc(C#N)c(N3CCCCCC3)o2)cc1	-5	0.5	8	44	16	1.1	-0.2	0	-3
COc1ccc(-c2nc3ccccc3c(=O)n2CCOc2ccc(C)cc2C)cc1	0	0.7	9	17	-1	0.3	0.7	-8	-4
CCCCN(c1ccc(C(=O)OC)cc1)S(=O)(=O)c1ccccc1	-1	1.5	5	46	24	0.1	-0.1	-3	-3
CC(=O)NNc1ccc(C(F)(F)F)cc1[N+](=O)[O-]	-3	-1.3	6	0	6	-1.0	-0.5	-6	0
COc1ccc(CNC(=O)Cn2nnc(-c3ccc(NC(=O)C4CCCCC4)cc3)n2)cc1	0	0.0	4	-1	4	1.4	0.3	-10	-1
CCOC(=O)C1CCN(S(=O)(=O)c2ccc(C(=O)OC)cc2)CC1	0	1.4	11	2	7	0.6	0.7	0	2
COCCN1C(=O)N[C@@H](c2ccc(Br)cc2)C(C(=O)OC)=C1C	-3	-0.2	.	22	-1	-0.5	-0.8	-7	2
O=S(=O)(c1ccc(Cl)cc1Cl)n1ccc2cccnc21	0	-0.4	5	-64	25	-0.1	0.8	4	1
CCCn1cc(SCC(N)=O)c2ccccc21	0	0.0	7	-2	35	-0.7	.	.	0
Cc1ccc(SCC(=O)O/N=C(\N)c2cccc([N+](=O)[O-])c2)cc1	1	-2.7	.	14	0	0.1	1.0	-6	-3
CC(C)(C)NC(=O)CSc1ncnc2c1nnn2Cc1ccccc1Cl	-1	-4.8	21&15	-40&-69	1	0.7	0.1	-2	1
CCOC(=O)C1CCN(S(=O)(=O)c2ccc(OC)c(Cl)c2Cl)CC1	-3	1.9	14	0	2	-0.6	0.3	-3	0
S=c1nc(Cc2ccc(Cl)cc2)[nH]c2ccccc12	3	5.2	3	19	9	-0.5	0.1	-4	1
COc1ccccc1N1C(=O)C2C(c3ccc(F)cc3)NN(C(=O)c3ccc(C)cc3)C2C1=O (stereo not drawn)	-2	0.1	5	-6	-12	0.0	0.4	-7	0
Cn1c(CCC(=O)OCC(=O)NCC(F)(F)F)nc(=O)c2ccccc21	1	-1.1	8	17	17	0.7	-0.1	-14	2
O=C(Nc1ccc(Cl)cc1)C1c2cccc[n+]2CC(=O)N1Cc1ccc2c(c1)OCO2 (stereo not drawn)	5	2.7	6	-26	25	4.8	1.7	-5	8
Cc1cccc(-c2nc3ccccc3c3nncn23)c1	0	-4.1	13	-28	0	-0.3	-0.1	-9	1
O=C(/C=C/Nc1ccc(Oc2ccccc2)cc1)c1ccco1	-17	-5.0	7	7	-8	-0.8	0.4	-6	-32
CC(C)Oc1cccc(C(=O)C2CCCN(S(=O)(=O)C(C)C)C2)c1 (stereo not drawn)	-3	1.2	5	-17	12	16	-0.7	-7	2
Nc1nnc(SCC(=O)NC2CCCCC2)n1-c1ccccc1	0	0.1	10	14	11	-0.4	1.6	4	-4
CN(C)c1ccc(/C=N/NC(=O)C2CC2c2ccccc2)cc1 (stereo not drawn)	3	1.4	2	-47	17	51	-0.6	-5	-2
O=C(NN1C(=O)C2C3C=CC(O3)C2C1=O)c1ccccc1 (stereo not drawn)	13	1.2	8	25	19	2.5	1.6	6	3
Cn1c(=O)c2c(nc(N3CCOCC3)n2C)n(C)c1=O	2	1.4	12	0	0	1.1	1.1	-7	1
Cc1cc(C)n2c(SCC(=O)Nc3ccccc3)nnc2n1	0	1.2	8	25	0	0.3	0.0	-6	0
CC1CCCCN1C(=O)c1cc2nc(-c3ccccc3)cc(-c3ccccc3)n2n1 (stereo not drawn)	-6	-5.0	13	28	13	-1.3	-0.8	-9	-1
CCN(CCO)c1ccc(N=Nc2cc(C)[nH]n2)cc1	-14	26	8	-18	13	85*	0.1	7	-19
COc1ccccc1CNC(=O)CCc1nc2ccccc2c(=O)[nH]1	2	2.1	3	-2	0	0.6	-1.2	-4	-1
COc1ccc(CCNC(=O)CCn2c(SCC#N)nc3ccccc3c2=O)cc1OC	-4	0.0	7	-16	1	2.4	0.4	-7	0
Cc1cc(C)c2c(=O)[nH]c(SCC(=O)Nc3ccc(N(C)C)cc3)nc2n1	6	-1.3	3	-6	0	0.9	-0.1	5	3
COC1CCN(C(=O)CC2C(=O)NCCN2CC2CCCCC2)CC1 (stereo not drawn)	1	-0.1	7	8	0	0.6	1.0	-7	6
COc1ccc(NC(=O)CN(C)CC(=O)Nc2cccc(C(F)(F)F)c2)cc1	-2	3.3	2	-36	-2	6.8	-0.3	-2	-4
CC(C)OCc1c(C(=O)OC/C(O)=C(\C#N)c2nc3ccccc3[nH]2)oc2ccccc12	1	-1.8	12	20	-8	1.8	-0.3	-7	8
c1ccc(Cn2ncc3c(N4CCOCC4)ncnc32)cc1	-1	-0.6	7	20	7	-0.7	0.4	-2	-1
c1ccc(-n2cc(CN3CCC(N4CCOCC4)CC3)c(-c3ccc4c(c3)OCO4)n2)cc1	0	2.4	6	2	3	0.4	0.3	-4	0
COc1ccccc1CNC(=O)c1ccccc1N(C)S(C)(=O)=O	-1	-9.2	-1	12	1	0.5	-0.4	-2	0
O=c1c2cn[nH]c2nc(SCc2c(F)cccc2F)n1-c1ccc(Cl)cc1	-6	-1.1	4	54	0	-1.0	1.2	-6	6
CC1OC(O[C@H]2CC[C@]3(C)C4C=C[C@]56OC[C@@]7(CC[C@@H](C)[C@H](C)C75)[C@H](O)C[C@@]6(C)[C@]4(C)CC[C@H]3C2(C)C)C(OC2OC(CO)C(O)C(O)C2OC2OCC(O)C(O)C2O)C(O)C1O (stereo partly drawn)	5	-3.1	.	-15	26	0.0	.	.	0
CC1CCN(CCC(=O)NN)CC1	0	0.4	10	15	-11	-0.9	1.4	-5	-2
CCn1c(SCC(=O)NCc2ccc(F)cc2)nc2c(c1=O)SC(C)C2 (stereo not drawn)	-1	0.2	10	-17	-5	-0.4	-0.9	-9	-2
COC(=O)c1[nH]c2cccc(OC)c2c1NC(=O)CN1CCOCC1	-2	0.2	15	26	3	1.5	0.6	-5	-52
CC[n+]1oc(-c2ccccc2)cc1C	0	-0.9	3	1	-4	-0.2	0.9	2	-1
O=C(CCN1CCOCC1)N1CCc2c([nH]c3ccccc23)C1c1cccc(Cl)c1 (stereo not drawn)	-6	0.9	3	-25	26	0.0	0.0	-7	-3
O=C(COC(=O)c1sc2cc(F)ccc2c1Cl)Nc1ncc(Cl)cc1Cl	1	0.0	14	13	3	0.1	0.6	2	0
COC(=O)c1cc(N2C(=O)C3C(C2=O)C2(C)C=CC3(C)O2)ccc1Cl (stereo not drawn)	26	-0.1	17	-3	1	1.1	1.3	-3	30
CCOc1ccc(S(=O)(=O)Nc2ccccc2C(=O)NCC2CCCO2)cc1 (stereo not drawn)	-1	0.9	12	15	1	1.9	0.7	-4	2
O=C(NC1CC2CCCC(C1)N2C(=O)Nc1ccc(Cl)c(C(F)(F)F)c1)C1CC1 (stereo not drawn)	.	0.2	3	-13	2	0.5	0.1	-5	-1
Next entries:
SMILES	Runt-CBFb FRET	TNF death inh	PGE2 EP2 inh	EP2 mod	Hck Nef HTS	L929 necroptosis	PERK inhibitor	RBBP9 inh	Runt-SMMHC FRET
CC1CN(S(=O)(=O)c2ccc(C(=O)Nc3sc4c(c3C(N)=O)CCN(C)C4)cc2)CC(C)O1 (stereo not drawn)	0	0.4	7	8	-3	1.1	0.9	-4	5
O=C(c1noc2c1CCCC2)N1CCN(c2ccccc2)CC1	0	2.7	9	13	-4	2.0	0.2	-8	1
COc1ccc(C(=O)Cn2nnc(-c3ccccc3NC(=O)C3CC3)n2)cc1	0	-3.1	8	-4	0	0.3	0.3	-5	-1
Cc1coc2cc3oc(=O)c4c(c3cc12)CCC4	7	2.6	.	0	-3	3.1	0.5	-5	10

Some of the compounds tested; the hit share may differ from the screen's.
